Pf Dd2 inh: inhibitors of Plasmodium falciparum Dd2 growth | 94,000 tested, 2.3% active | P. falciparum Dd2 growth, SYBR Green, 72 h; hits give low values | AID 1159554 | activity change, % at 10 µM; in the data active means activity change below about -80%
C diff HTS: inhibitors of Clostridium difficile growth; Clostridium difficile clinical isolate growth, OD600, 24 h; hits give low values; growth activity, negative = inhibition, % at 16 µg/mL (by protocol); 86,000 tested, 0.25% active; AID 1259249;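 active means mean growth activity at or below -80% and every replicate also at or below -80%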;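 further: 0% = DMSO wells and -100% = levofloxacin 16 µg/mL wells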
KDM4C inh: inhibitors of human demethylase GASC-1 KDM4C; 96,000 tested, 0.15% active; Q9H3R0; GST-KDM4C 2-372, H3K9me3 peptide, LANCE TR-FRET; inhibition, % at 12.5 µM;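 active means mean replicate inhibition above about 25%, with at least 55% of replicates also reaching it, limit read from the data, passing the limit was not always enough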
Target sequence (Q9H3R0 2-372 limits assumed): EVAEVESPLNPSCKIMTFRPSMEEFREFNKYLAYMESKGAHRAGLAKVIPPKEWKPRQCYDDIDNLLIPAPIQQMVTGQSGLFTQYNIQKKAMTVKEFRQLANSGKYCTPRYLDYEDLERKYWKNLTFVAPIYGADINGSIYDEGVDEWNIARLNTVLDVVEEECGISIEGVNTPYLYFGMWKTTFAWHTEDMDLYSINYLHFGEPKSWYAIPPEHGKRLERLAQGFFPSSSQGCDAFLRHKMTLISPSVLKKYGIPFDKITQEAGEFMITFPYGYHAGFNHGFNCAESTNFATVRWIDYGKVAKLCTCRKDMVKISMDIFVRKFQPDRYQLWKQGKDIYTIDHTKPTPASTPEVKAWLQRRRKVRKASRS
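Test system – GST-tagged GASC-1 (JMJD2C) catalytic fragment, aa 2-372 · Medium – HEPES buffer, pH 7.5, plus ascorbate · Reagent – H3K9me3 peptide with Fe(II)/2OG · Compound – one test concentration per compound · Timing – 30 min reaction, 60 min detection, RT · Technique – TR-FRET with Eu antibody and ULight streptavidin, EDTA stop · Read-out basis – inhibition from TR-FRET ratio decrease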
Tcruzi prolif: inhibitors of T. cruzi proliferation | 77,000 tested, 5.9% active | inhibition, % at 8.34 µM | T. cruzi beta-gal in NIH3T3, GalScreen luminescence, 90 h;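 active means mean inhibition above about 93%, with at least 55% of replicates each passing it, limit read from the data, passing the limit was not always enough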
An asterisk follows results filed as active; nt = not tested or not shown; & = joins results of further samples. Rows were taken by chance, and some 6.7% of all compounds hit somewhere here.

Sample of the layout, six compounds:
SMILES	Pf Dd2 inh	C diff HTS	KDM4C inh	Tcruzi prolif
COc1ccc(NC(=O)N(C)C[C@H]2OCc3ccccc3-c3c(n(C)c4ccccc34)C(=O)N([C@H](C)CO)C[C@H]2C)c(OC)c1	-66	-12	-0.9	9
O=C(C1CCOCC1)N1C[C@@H]2[C@H](c3ccccc31)[C@@H](CO)N2C(=O)Cc1ccccc1	12	-8	1.1	38
Cc1cccc(-c2ccc([C@H]3[C@@H](CO)N4CCCCN(S(=O)(=O)c5ccccc5C)C[C@@H]34)cc2)c1	-13	-7	-1.5	111*
COCC(=O)N(C)C[C@@H]1Oc2ncc(/C=C/c3ccccc3)cc2C(=O)N([C@@H](C)CO)C[C@@H]1C	23	2	-1.0	-60
C[C@@H]1CN([C@H](C)CO)C(=O)c2cccc(NC(=O)Nc3ccccc3)c2O[C@H]1CN(C)C(=O)NC1CCCCC1	2	2	3.3	33
CCS(=O)(=O)N1CCCCN2[C@H](C1)[C@@H](c1ccc(C#CC(C)(C)O)cc1)[C@@H]2CO	7	0	0.7	41

Main list, repeating the preview:
SMILES	Pf Dd2 inh	C diff HTS	KDM4C inh	Tcruzi prolif
COc1ccc(NC(=O)N(C)C[C@H]2OCc3ccccc3-c3c(n(C)c4ccccc34)C(=O)N([C@H](C)CO)C[C@H]2C)c(OC)c1	-66	-12	-0.9	9
O=C(C1CCOCC1)N1C[C@@H]2[C@H](c3ccccc31)[C@@H](CO)N2C(=O)Cc1ccccc1	12	-8	1.1	38
Cc1cccc(-c2ccc([C@H]3[C@@H](CO)N4CCCCN(S(=O)(=O)c5ccccc5C)C[C@@H]34)cc2)c1	-13	-7	-1.5	111*
COCC(=O)N(C)C[C@@H]1Oc2ncc(/C=C/c3ccccc3)cc2C(=O)N([C@@H](C)CO)C[C@@H]1C	23	2	-1.0	-60
C[C@@H]1CN([C@H](C)CO)C(=O)c2cccc(NC(=O)Nc3ccccc3)c2O[C@H]1CN(C)C(=O)NC1CCCCC1	2	2	3.3	33
CCS(=O)(=O)N1CCCCN2[C@H](C1)[C@@H](c1ccc(C#CC(C)(C)O)cc1)[C@@H]2CO	7	0	0.7	41
C[C@@H]1CN([C@@H](C)CO)C(=O)c2cc(C#C[C@@H](C)O)cnc2O[C@@H]1CN(C)C(=O)Cc1ccncc1	39	-4	-0.2	nt
CCS(=O)(=O)N1CC(=O)N2[C@@H](CO)[C@H](c3ccc(C#CC4CCCC4)cc3)[C@@H]2C1	-4	0	-2.3	nt
O=C(Cc1cccnc1)N[C@@H]1CC[C@H](CCNS(=O)(=O)c2ccccc2Cl)O[C@@H]1CO	17	-5	0.7	31
Cc1ccc(-c2cnc3c(c2)C(=O)N([C@@H](C)CO)C[C@H](C)[C@@H](CN(C)C(=O)c2cccc(F)c2)O3)cc1	-39	2	-0.5	nt
C[C@H]1CN([C@@H](C)CO)C(=O)c2cc(NC(=O)Nc3cccc4ccccc34)ccc2O[C@@H]1CN(C)C	-1	1	0.4	22
O=C(C1CC1)N1CCCCN2[C@H](CO)[C@@H](c3ccc(C#CC4(O)CCCC4)cc3)[C@@H]2C1	-23	2	nt	33
Cc1cc(C(=O)Nc2cccc3c2O[C@H](CN(C)S(=O)(=O)c2ccc(Cl)cc2)[C@@H](C)CN([C@@H](C)CO)C3=O)n(C)n1	10	-8	-2.3	4
COc1ccc(NC(=O)N(C)C[C@H]2Oc3ccc(NC(=O)Nc4c(C)noc4C)cc3C(=O)N([C@@H](C)CO)C[C@H]2C)cc1	3	-1	0.8	21
C[C@H]1CN([C@@H](C)CO)C(=O)c2cccc(NC(=O)C3CCOCC3)c2O[C@H]1CN(C)C	4	15&0	2.1	nt
CCCN(C)C[C@H]1Oc2ncc(-c3cccc(C(=O)N(C)C)c3)cc2C(=O)N([C@H](C)CO)C[C@H]1C	0	1	0.6	29
O=C(C[C@H]1C[C@H]2c3cc(NC(=O)NC4CCCCC4)ccc3O[C@H]2[C@@H](CO)O1)NCc1ccccc1	0	nt	-2.9	97*
O=C(C[C@@H]1CC[C@@H](NC(=O)CC2CC2)[C@H](CO)O1)NCc1ccc(Cl)cc1	-39	nt	0.0	-45
O=C(Nc1ccc(F)cc1)N[C@@H]1CC[C@H](CCNS(=O)(=O)c2cccc(Cl)c2)O[C@@H]1CO	-24	11	0.1	33
C[C@H](CO)N1C[C@H](C)[C@@H](CN(C)C(=O)Cc2ccccn2)Oc2ncc(/C=C/c3ccccc3)cc2C1=O	-33	-7	-1.7	43
C[C@@H]1CN([C@H](C)CO)C(=O)c2cccc(NS(=O)(=O)c3ccccc3)c2O[C@H]1CN(C)CC1CC1	4	-1	1.4	39
C[C@@H]1CN([C@@H](C)CO)S(=O)(=O)c2ccc(C#Cc3ccc(F)cc3)cc2O[C@H]1CN(C)C(=O)NC1CCCCC1	-41	-1	0.6	84
C[C@H]1CN([C@@H](C)CO)C(=O)c2c(c3ccccc3n2C)-c2ccccc2CO[C@@H]1CN(C)C(=O)Nc1ccc(F)cc1	-37	10	-1.1	31
C[C@@H]1CN([C@@H](C)CO)C(=O)Cc2cc(NC(=O)Nc3cccc4ccccc34)ccc2O[C@@H]1CN(C)C(=O)Nc1ccccc1	-41	0	-0.3	16
COc1ccc(NC(=O)Nc2ccc3c(c2)C(=O)N([C@H](C)CO)C[C@@H](C)[C@@H](CN(C)C(=O)Nc2ccc4c(c2)OCO4)OCCCC[C@@H](C)O3)cc1	-90*	10	-0.5	69
C[C@H](CO)N1C[C@H](C)[C@H](CN(C)C(=O)c2cccc(F)c2)Oc2ncc(-c3ccccc3)cc2C1=O	8	-5	-0.1	-37
C[C@@H]1CCCCO[C@H](CN(C)Cc2ccc(C(F)(F)F)cc2)[C@@H](C)CN([C@H](C)CO)C(=O)c2cc(NC(=O)Nc3ccc(C(F)(F)F)cc3)ccc2O1	-66	20	1.2	99*
COc1ccc(NC(=O)Nc2ccc3c(c2)[C@@H]2C[C@@H](CC(=O)NCc4ccc5c(c4)OCO5)O[C@H](CO)[C@@H]2O3)cc1	16	-3	-0.4	28
O=C(Nc1ccccc1F)N1C[C@H]2[C@@H](c3ccccc31)[C@H](CO)N2C(=O)c1ccccn1	-8	3	1.3	-8
Cc1noc(C)c1NC(=O)N(C)C[C@@H]1Oc2c(NC(=O)Nc3ccc4c(c3)OCO4)cccc2C(=O)N([C@H](C)CO)C[C@H]1C	14	0	0.1	96
Cc1noc(C)c1NC(=O)N(C)C[C@@H]1Oc2ccc(NS(=O)(=O)c3cn(C)cn3)cc2C(=O)N([C@H](C)CO)C[C@@H]1C	27	nt	-0.4	-20
Cc1noc(C)c1S(=O)(=O)Nc1ccc2c(c1)CC(=O)N([C@@H](C)CO)C[C@@H](C)[C@@H](CN(C)CC1CC1)O2	18	-5	1.3	13
O=C(CN1CCOCC1)N1CCCCN2[C@H](CO)[C@H](c3ccc(-c4ccccc4)cc3)[C@@H]2C1	33	-12	-0.4	102*
Cc1ccccc1-c1ccc([C@@H]2[C@H]3CN(C(=O)Nc4ccc(F)cc4)CCCCN3[C@H]2CO)cc1	11	55	-1.2	107*
C[C@H]1CN([C@@H](C)CO)C(=O)Cc2cc(NC(=O)Cn3cnnn3)ccc2O[C@H]1CN(C)Cc1ccncc1	-6	1	0.2	5
C[C@@H]1CN([C@@H](C)CO)C(=O)c2cc(NS(=O)(=O)c3ccccc3)ccc2O[C@@H]1CN(C)CC1CCCCC1	-2	0	0.4	-37
CC(=O)N(C)C[C@@H]1Oc2ncc(-c3ccccc3C)cc2C(=O)N([C@H](C)CO)C[C@@H]1C	42	-2	-2.3	-32
CN1C(=O)c2cc(NC(=O)c3ccc(C#N)cc3)ccc2OC[C@H]2O[C@@H](CC(=O)NCc3ccc4c(c3)OCO4)CC[C@@H]21	nt	6	-0.4	31
CO[C@H]1CN(C)C(=O)c2ccc(NC(=O)c3ccccc3)cc2OC[C@@H](C)N(CC2CC2)C[C@H]1C	-10	nt	-0.1	5
Cc1cccc(S(=O)(=O)N2CC[C@@H]3[C@@H](CO)N(C)c4ccc(Br)cc4[C@@H]32)c1	-4	4	-1.5	73
CN1CCN(C(=O)C[C@H]2C[C@H]3c4cc(NC(=O)Nc5ccccc5)ccc4O[C@H]3[C@@H](CO)O2)CC1	-19	1	1.8	5
C[C@H]1CN([C@@H](C)CO)C(=O)c2cc(-c3cccc(F)c3)cnc2O[C@@H]1CN(C)Cc1cccc(F)c1	0	0	-1.6	58
COc1ccccc1-c1cnc2c(c1)C(=O)N([C@@H](C)CO)C[C@H](C)[C@H](CN(C)C)O2	37&29	-1&-1	3.5	nt
C[C@H](CO)N1C[C@H](C)[C@@H](CN(C)CC2CCCCC2)OCCCC[C@H](C)Oc2ccc(NC(=O)Cc3ccccc3)cc2C1=O	-43	21	-1.1	93
C/C=C/c1ccccc1[C@H]1[C@@H](C#N)N(C(=O)NC2CCCCC2)[C@H]1CO	-5	-7	-1.8	nt
CO[C@@H]1CN(C)C(=O)c2ccc(NC(=O)Nc3cccc(F)c3)cc2OC[C@@H](C)N(C)C[C@@H]1C	nt	1	0.7	-9
CS(=O)(=O)N1[C@H](CO)[C@H](c2ccccc2)C12CN(C(=O)C1CC1)C2	-1	1	-0.3	nt
C[C@H]1CN([C@@H](C)CO)C(=O)c2cc(N(C)C)ccc2O[C@@H]1CN(C)C(=O)Nc1cccc2ccccc12	-22	-2	1.7	-11
C[C@@H]1CCCCO[C@@H](CN(C)C(=O)Nc2ccc3c(c2)OCO3)[C@@H](C)CN([C@H](C)CO)C(=O)c2cc(NC(=O)Nc3ccc4c(c3)OCO4)ccc2O1	31	nt	0.2	22
CNC(=O)C[C@@H]1CC[C@H]2[C@@H](COc3ccc(NC(=O)Nc4c(C)noc4C)cc3C(=O)N2C)O1	1	-1	4.7	3
CCCc1cn(CC[C@@H]2CC[C@H](NC(=O)Cc3cccnc3)[C@H](CO)O2)nn1	6	-6	-0.9	23
CN1c2ccc(-c3ccccc3)cc2[C@H]2[C@H](CCN2C(=O)Nc2ccccc2F)[C@H]1CO	1	22	-2.5	83
O=C(C[C@@H]1C[C@@H]2c3cc(NC(=O)C4CCC4)ccc3O[C@@H]2[C@@H](CO)O1)NCc1cc(F)ccc1F	-10	0	3.7	50
C[C@H]1CCCCO[C@H](CN(C)C(=O)Nc2ccc3c(c2)OCO3)[C@@H](C)CN([C@@H](C)CO)C(=O)c2cc(NS(=O)(=O)c3ccc(Cl)cc3)ccc2O1	-76	-7	13	49
COc1ccc(NC(=O)N(C)C[C@@H]2Oc3ccc(NC(=O)Cc4cn(C)c5ccccc45)cc3C(=O)N([C@H](C)CO)C[C@@H]2C)cc1	-29	1	-2.1	-25
C[C@@H]1CCCCO[C@H](CN(C)C(=O)Nc2ccccc2)[C@H](C)CN([C@@H](C)CO)C(=O)c2cc(NS(=O)(=O)c3cn(C)cn3)ccc2O1	-3	-1	1.1	1
CC(C)C#Cc1cnc2c(c1)C(=O)N([C@@H](C)CO)C[C@H](C)[C@@H](CN(C)C(=O)c1ccc3c(c1)OCO3)O2	-61	-8	0.7	82
CC(C)NC(=O)Nc1ccc2c(c1)C(=O)N([C@@H](C)CO)C[C@H](C)[C@@H](CN(C)C(=O)Nc1ccccc1)O2	1	-5	-1.3	-19
C[C@H](CO)N1C[C@H](C)[C@@H](CN(C)C)Oc2ccc(NC(=O)Nc3cccc4ccccc34)cc2C1=O	2	3	0.0	9
CO[C@H]1CN(C)C(=O)c2ccc(NS(=O)(=O)c3cn(C)cn3)cc2OC[C@@H](C)N(CCC(F)(F)F)C[C@@H]1C	3	nt	1.8	61

(more compounds)
SMILES	Pf Dd2 inh	C diff HTS	KDM4C inh	Tcruzi prolif
C[C@@H]1CN([C@H](C)CO)C(=O)c2cccc(NC(=O)Nc3ccc(C(F)(F)F)cc3)c2O[C@@H]1CN(C)CC1CC1	-40	13	-0.1	37
O=C(Cc1ccccc1)N1CC2(C1)[C@@H](c1ccccc1)[C@@H](CO)N2S(=O)(=O)Cc1ccccc1	-6	-5	1.8	nt
C[C@H](CO)N1C[C@H](C)[C@H](CN(C)C)Oc2ccc(NS(=O)(=O)c3ccc(F)cc3)cc2C1=O	6	1	1.3	36
C[C@@H]1CN([C@@H](C)CO)S(=O)(=O)c2ccc(/C=C/c3ccccc3)cc2O[C@@H]1CN(C)CC1CC1	-73	5	-2.3	38
C/C=C/c1ccc2c(c1)O[C@@H](CN(C)Cc1ccc(F)cc1)[C@H](C)CN([C@@H](C)CO)S2(=O)=O	-60	14	0.0	118*
Cc1noc(C)c1S(=O)(=O)Nc1ccc2c(c1)C(=O)N([C@H](C)CO)C[C@@H](C)[C@H](CN(C)S(=O)(=O)c1ccccc1)O2	17	nt	-1.3	-130
C[C@@H]1CN([C@H](C)CO)C(=O)c2cccc(NC(=O)C3CC3)c2O[C@H]1CN(C)S(=O)(=O)c1ccc(F)cc1	15	4	0.2	25

2 entries from above, with values under each structure.
Values run as follows: Pf Dd2 inh, C diff HTS, KDM4C inh, Tcruzi prolif
- Cc1noc(C)c1S(=O)(=O)Nc1ccc2c(c1)C(=O)N([C@H](C)CO)C[C@@H](C)[C@H](CN(C)S(=O)(=O)c1ccccc1)O2
→ 17, nt, -1.3, -130
- C[C@H](CO)N1C[C@H](C)[C@H](CN(C)C)Oc2ccc(NS(=O)(=O)c3ccc(F)cc3)cc2C1=O
→ 6, 1, 1.3, 36
